IL-2 act: qHTS of IL-2 Activators. IL-2 activation reporter assay, cell-based qHTS; stimulated with anti-CD3/CD4/CD28 beads; in transgenic mouse T cells. activation, % (series mostly up to about 46 µM). actives 0.065% (n = 360,000); in the data active = activation above about 50%; inconclusive = mostly about 30% to 49%; also: 0% is about no effect
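First, unstimulated transgenic mouse T cells were exposed to compound for 60 min. Next, anti-CD3/anti-CD4-coated beads with anti-CD28 were added. Finally, after 18 h at 37 degrees C, EGFP and DsRed were imaged.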
TGFb SMAD3 inh: qHTS for Inhibitors of TGF-b | actives 1.2% (n = 410,000) | HepG2 CAGA-GFP TGF-b/SMAD3 reporter, GFP fluorescence, 18 h; TGF-beta stimulated, 500 pg/mL final | AID 588855, 2011 | Potency, µM (highest dose often 46.1 µM), inactives show at the top dose activity, negative = inhibition, most hits filed as inhibitors; also: potency is read from the fitted curve at half-maximal effect; % is scaled to controls: 0 for no effect and ±100 for the full control effect; nearly all actives have a fitted effect of over 65% in size
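HEPG2 CAGA-GFP cells (1000/well, DMEM with 1% FBS) were pre-incubated 2 h at 37 degrees C, given compound by pin tool, then stimulated with TGF-beta at 500 pg/mL final for 18 h before per-cell GFP fluorescence imaging.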
HepG2 viability: qHTS for Inhibitors of TGF-b: Cytotox Counterscreen | HepG2 CAGA-GFP viability, ATP luminescence, 18 h | Potency, µM (highest dose often 46.1 µM), inactives show top-dose activity change, negative = cytotoxicity, actives largely listed as cytotoxic | AID 588856, 2011 | actives 0.76% (n = 410,000); also: potency is read from the fitted curve at half-maximal effect; some results filed as inactive show a strong effect at the top dose
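CellTiter-Glo luminescence gave cytotoxicity after 18 hours at 37 degrees C. The cells were HepG2 CAGA-GFP in 1% FBS DMEM, stimulated with 500 pg/mL TGF-beta after compound addition. %Activity was normalised to no-cell wells (complete cell-killing) and DMSO (no toxicity), and curves were fitted and classified.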
S2 tox: Viability Counterscreen for Primary qHTS for Inhibitors of ATXN expression; AID 651635, 2014; S2 cells (HEK-293 line with an ATXN2-luciferase reporter) viability, CellTiter-Fluor protease fluorescence, 24 h; actives 0.49% (n = 400,000); Potency, µM (highest dose often 56.7 µM), actives largely listed as cytotoxic; also: potency is read from the fitted curve at half-maximal effect; nearly all actives have a fitted effect of over 40% in size
ATXN2 expr inh: Primary qHTS for Inhibitors of ATXN expression | HEK-293 ATXN2-luciferase reporter, luminescence, 24 h | Potency, µM (highest dose often 57 µM), for inactives: at the highest dose activity change, negative = inhibition, most hits filed as inhibitors | actives 0.72% (n = 360,000) | AID 1745845, 2022; also: potency is read from the fitted curve at half-maximal effect; % is scaled to controls: 0 for no effect and ±100 for the full control effect; nearly all actives have a fitted effect of over 55% in size
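qHTS (up to 57 uM final) was run with 24 h compound exposure of reporter cells at 37 °C. Each well was multiplexed: SteadyGlo luminescence measured ATXN2-luciferase expression after a fluorogenic Gly-Phe-AFC viability readout (25 uM final).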
Nrf2 inh: Nrf2 qHTS screen for inhibitors; A549 ARE-Fluc reporter, luciferase luminescence, 18-24 h; Potency, µM (doses to about 46 µM), inactives show at the highest dose activity change, negative = inhibition, actives largely listed as inhibitors; actives 2.1% (n = 360,000); also: potency is read from the fitted curve at half-maximal effect; % is scaled to controls: 0 for no effect and ±100 for the full control effect; nearly all actives have a fitted effect of over 60% in size
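Cells were seeded and rested 2 h, then exposed to compounds for 18-24 h. CellTiter-Fluor was read first as a viability measure. BugLite was added 15 min before the final luminescent read of ARE-luciferase activity in A549 cells.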
A549 tox: Nrf2 qHTS screen for inhibitors: counterscreen for cytotoxicity | A549 ARE-Fluc cells, CellTiter-Fluor viability, 18-24 h | actives 0.16% (n = 390,000) | Potency, µM (doses to about 46 µM), for the others: at the highest dose activity change, negative = cytotoxicity, most hits filed as inhibitors; also: potency is read from the fitted curve at half-maximal effect; % is scaled to controls: 0 for no effect and ±100 for the full control effect
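A549 ARE_Fluc cells in 5% FBS OPTI-MEM were exposed to compounds in concentration-response for 18-24 h at 37 deg C. Viability was read by CellTiter-Fluor fluorescence (Ex 405/Em 525) after 30 min, before the luciferase read.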
Nrf2 ARE act: qHTS of Nrf2 Activators | AREc32 ARE-luciferase reporter (MCF7-derived line), luminescence, 24 h | actives 0.31% (n = 410,000) | Potency, µM (highest dose often 46.1 µM), for inactives: at the top dose activation, most hits filed as activators | AID 624171, 2012; also: potency is read from the fitted curve at half-maximal effect; % of control where 0% means no effect; nearly all actives have a fitted effect of over 65% in size
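Luminescent ARE reporter assay in AREc32_Fluc cells: overnight plating at 37 deg C, 24 hr compound incubation, Steady-Glo added, 30 min RT before reading.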
EPAC2 agonist: qHTS for Agonist of cAMP-regulated guanine nucleotide exchange factor 4 (EPAC2): primary screen | Rap guanine nucleotide exchange factor 4 (Homo sapiens), Q8WZA2 | EPAC2 activation, biochemical qHTS; response scale: 100% = 6.5 mM cAMP response | Potency, µM (highest dose often 154 µM), without a hit: at the top dose activation, usual class: activators | actives 0.079% (n = 360,000); also: potency is read from the fitted curve at half-maximal effect; nearly all actives have a fitted effect of over 50% in size
Target sequence (Q8WZA2 whole entry, looked up): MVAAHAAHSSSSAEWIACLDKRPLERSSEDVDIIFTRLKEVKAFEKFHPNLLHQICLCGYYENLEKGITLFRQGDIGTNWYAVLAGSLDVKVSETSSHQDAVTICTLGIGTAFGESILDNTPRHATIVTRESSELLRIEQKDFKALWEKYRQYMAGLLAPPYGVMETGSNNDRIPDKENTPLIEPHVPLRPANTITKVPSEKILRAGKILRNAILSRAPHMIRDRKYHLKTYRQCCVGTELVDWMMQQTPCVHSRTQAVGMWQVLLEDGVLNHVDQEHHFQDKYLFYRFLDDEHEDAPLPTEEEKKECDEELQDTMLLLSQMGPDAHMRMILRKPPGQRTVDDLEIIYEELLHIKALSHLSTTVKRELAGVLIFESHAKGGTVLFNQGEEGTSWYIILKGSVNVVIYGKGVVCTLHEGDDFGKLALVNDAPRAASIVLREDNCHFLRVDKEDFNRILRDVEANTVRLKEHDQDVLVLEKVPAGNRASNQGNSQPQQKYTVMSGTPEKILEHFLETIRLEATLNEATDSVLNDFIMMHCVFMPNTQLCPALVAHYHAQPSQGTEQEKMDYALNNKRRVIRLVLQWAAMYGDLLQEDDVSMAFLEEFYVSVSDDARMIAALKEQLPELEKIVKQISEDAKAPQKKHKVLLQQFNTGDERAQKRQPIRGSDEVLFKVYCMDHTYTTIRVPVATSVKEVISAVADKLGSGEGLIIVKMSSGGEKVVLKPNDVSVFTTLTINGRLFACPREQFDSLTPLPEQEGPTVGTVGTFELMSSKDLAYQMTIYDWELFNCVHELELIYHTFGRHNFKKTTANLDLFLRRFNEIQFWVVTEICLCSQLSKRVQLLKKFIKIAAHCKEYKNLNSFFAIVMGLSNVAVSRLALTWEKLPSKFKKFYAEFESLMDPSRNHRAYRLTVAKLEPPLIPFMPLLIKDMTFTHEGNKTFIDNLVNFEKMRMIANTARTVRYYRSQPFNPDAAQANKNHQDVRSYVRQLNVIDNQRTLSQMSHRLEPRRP
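qHTS, titration series. 100 nM EPAC2 / 250 nM Rap1B-BODIPY-GDP / 50 uM GDP; RT; ex 480/em 540 nm, 5-min reads to 30 min. Norm. to 6.5 mM cAMP = activation.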
Numbers without * were called inactive; i = inactive; ? = inconclusive; nt = not tested or not shown; [ ] = remark or other dose. Unless noted, calls follow the shape of the dose curve; as a rule, active = well fitted curve in the direction sought with a large enough effect; inconclusive = small, poorly fitted or top-dose-only effect, or another doubt; inactive = no such curve, though single readings can be large; an effect the other way counts as inactive or inconclusive.

Value order – IL-2 act, TGFb SMAD3 inh, HepG2 viability, S2 tox, ATXN2 expr inh, Nrf2 inh, A549 tox, Nrf2 ARE act, EPAC2 agonist
COc1ccc(NC(=O)Nc2cc(C)cc(C)c2)cn1
  -3.0, 7%, 9%, i, 22%, 6%, -3%, -0.8%, 0%
CC(Sc1nccn1C)C(=O)Nc1ccccc1C#N (stereo not drawn)
  nt, 0%, -12%, i, 1%, 1%, 0%, -2.1%, nt
CCc1cccc(OCC(=O)Nc2ccc(S(=O)(=O)Nc3ncccn3)cc2)c1
  nt, 0%, 0%, i, 4%, -10%, -2%, -0.7%, nt
Cc1c(C(=O)OC(C)C)[nH]c2c1C(=O)CC(C)(C)C2
  -3.4, ?, 8%, i, 9%, 7%, -10%, 2.8%, 1%
COc1ccc(CCNC(=O)CSc2nnc(-c3ccccc3)c3ccccc23)cc1OC
  -0.3, ?, -2%, ?, 3%, -8%, -2%, 0.3%[9.22 µM], -2%
COc1cc2nc(NCc3ccc(C)cc3)n3nc(-c4ccccc4)nc3c2cc1OC
  nt, 7%, 0%, i, -1%, 10%, -1%, 1.1%, nt
O=C(NCCN1CCN(Cc2ccc([N+](=O)[O-])cc2)CC1)C(=O)Nc1ccccc1
  -1.7, 0%, 9%, i, -13%, 11%, -5%, -0.8%, -2%
COc1ccc(CN(Cc2ccco2)c2cnc(S(C)(=O)=O)nc2C(=O)Nc2ccc(F)cc2)cc1
  nt, 8%, 4%, i, 1%, 8%, 11%, 8.4%, nt
NNc1nc2c(Cl)ccc(Cl)c2s1
  0.7, 0%, -24%, i, -13%, -14%, -7%, ?, -4%
Cc1ccc(C(=O)NCC(=O)N2CCCCCCC2)cc1C
  0.9, 1%, 9%, i, 18%, 14%, 2%, 3.4%, -3%
Cn1c(=O)c2c(nc(CN3CCN(C(=O)c4ccco4)CC3)n2CCCO)n(C)c1=O
  1.4, 11%, -3%, i, nt, -15%, -9%, 0.2%, 8%
COc1ccc(CN2CCCN(CC(=O)Nc3ccc4c(c3)OCCO4)S2(=O)=O)cc1
  nt, -15%, 0%, ?, -7%, nt, 1%, 5.3%, nt
CCN(CC)S(=O)(=O)c1ccc(NC(=O)CCNC(=O)c2ccccc2)cc1
  0.0, 9%, -10%, i, -1%, -20%, 11%, 3.4%, 12%
COC(=O)[C@]12CCCCC=C1N(CCC1=CCCCC1)C(=O)[C@H](CC(=O)NCCC(C)C)C2
  -0.6, nt, nt, ?, -32%, nt, nt, 3.5%, -3%
CCOc1cc(C(C#N)N2CCCCC2)ccc1OC (stereo not drawn)
  -0.2, 9%, 6%, i, 7%, 2%, -12%, -0.4%, -4%
O=C(OCC(=O)N1CCCCCC1)c1cccnc1Cl
  0.7, 5%, -4%, i, 32%, 2%, 10%, 3.1%, 3%
COc1ccc(OC)c(NC(=O)CCc2nnc3ccc(NCc4ccco4)nn23)c1
  -0.1, 27%, -25%, ?, nt, 1%, -1%, 0.3%, 12%
O=C(O)CCC(=O)N1CCc2cc(S(=O)(=O)N3CCCCC3)ccc21
  -0.5, -2%, 3%, i, -7%, nt, 0%, -0.5%, 4%
Nc1ccc2ncccc2c1
  -0.4, -5%, -36%, i, 0%, nt, 7%, 0.3%, 0%
CCOC(=O)N1CCN(c2nc(SC)nc3sc4c(c23)CC(C)(C)OC4)CC1
  -0.5, 2%, 0%, i, -2%, -2%, -4%, -0.3%, -20%
Cc1c(Cl)cccc1NC(=O)CSC(C)c1nc2ccccc2c(=O)[nH]1 (stereo not drawn)
  -0.2, 8%, 0%, i, 0%, ?, -7%, -0.5%, -9%
CCC(C)c1ccc(OCCn2ccnc2)cc1 (stereo not drawn)
  -3.2, 0%, 4%, i, -7%, -17%, -5%, 0.8%, 6%
CCOC(=O)c1ccc(NC(=O)CC2C(=O)N(c3cccc(C)c3)C(=O)N2CCOC)cc1 (stereo not drawn)
  nt, -10%, -2%, i, 10%, -17%, -4%, 3.3%, nt
COC(=O)c1ccc(Cn2cnc3c(cnn3-c3ccc(F)cc3)c2=O)o1
  -0.4, -11%, -12%, i, 9%, 2%, -1%, 0.3%, 16%
COc1ccc(CNC(=O)CN(C)c2nn3c(=O)cc(C)nc3s2)cc1
  nt, -3%, 5%, i, 3%, 4%, -3%, -0.2%, nt
COc1cccc(OC)c1NC(=O)c1nc2c(nnn2Cc2ccccc2Cl)c(=O)[nH]1
  0.3, -1%, -24%, i, -20%, -26%, -8%, 0.6%, 6%
N#Cc1ccc(Cn2c(=O)c(C#N)c3n(c2=O)CCC3)cc1
  -2.8, 1%, -25%, i, 4%, 5%, -6%, -0.4%, -2%
COc1ccc(OCC(=O)N2CCN(C(=O)c3cccs3)CC2)cc1
  -0.3, 4%, -8%, i, -5%, -5%, -4%, -0.7%, 8%
COC(=O)C1CCCCN1C(=O)c1ccc2oc(Cc3ccccc3)nc2c1 (stereo not drawn)
  -3.5, -1%, -61%, i, 47%[activator], ?, 0%, 4.4%, 6%
C[C@H]1C=C(C(=O)NCc2ccccc2)O[C@@H](OCc2ccc(CO)cc2)C1
  -0.3, 12%, 10%, i, 7%, 9%, 4%, 2.7%, 5%
COc1cc(CN2CCN(c3ccc(C)cc3)CC2)cc([N+](=O)[O-])c1O
  -2.0, 11%, 2%, i, -9%, nt, -19%, -0.2%, 5%
CCOC(=O)c1ccc(NC(=O)CC2Nc3ccccc3NC2=O)cc1 (stereo not drawn)
  nt, 5%, 14%, nt, 2%, 10%, -4%, -0.5%, nt
CC1CCN(C(=O)c2ccccc2NC(=O)c2cccc(S(=O)(=O)N3CCOCC3)c2)CC1
  -0.3, -8%, -10%, i, 8%, 8%, -3%, 0.4%, -2%
Cc1ccc(C)c(S(=O)(=O)N2CCN(CC(=O)Nc3sccc3C#N)CC2)c1
  -0.4, ?, -36%, i, -23%, -19%, -2%, 0.2%, 16%
C[C@@H]1CN([C@H](C)CO)C(=O)CCCn2nncc2CO[C@@H]1CN(C)S(=O)(=O)c1ccccc1
  -3.1, 2%, -6%, i, -2%, nt, nt, -0.4%, 9%
COc1ccc2oc(C(=O)OCC(=O)N(C)C3CCCCC3)c(C)c2c1
  2.9, -9%, -45%, ?, -1%, 2%, -10%, 0.3%, 9%
Cc1oc(-c2cccc(Cl)c2)nc1CN1CCC(C(=O)NC2CC2)CC1
  2.7, 5%, 9%, i, 6%, 2%, 1%, 0.0%, -8%
CCN1C(=O)C2(C(C#N)=C(N)Oc3c2c(C)nn3-c2ccccc2)c2ccccc21 (stereo not drawn)
  -0.9, ?, -4%, i, 3%, nt, 6%, ?, 13%
COc1cccc([C@@H]2CC=C(C(=O)O)[C@H](c3ccc(F)cc3)N2S(=O)(=O)c2ccc(C)cc2)c1
  0.7, 2%, -3%, i, 0%, ?, -14%, 4.1%, 1%
OCc1ccccc1-c1ccc2nncn2c1
  0.2, -1%, 9%, i, 7%, nt, nt, 0.4%, 5%
CS(=O)(=O)NCc1nnc(SCc2ccc(C(F)(F)F)cc2)o1
  5.5, 0%, 11%, ?, 0%, 8%, 0%, -0.2%, -5%
CC(C)C[C@H]1CNC(=S)N1C[C@H]1CCCN1C[C@H](Cc1ccccc1)N1C[C@H](CC(C)C)N(CCc2ccccc2)C1=S
  0.2, ?, -9%, ?, ?, nt, nt, -1.4%, 1%
N=C1C(c2nc3ccccc3s2)=C(O)CN1NC(=O)c1ccco1
  -1.0, 1%, 1%, i, -14%, -9%, -2%, 3.8%, 1%
CN1OC[C@@H]2CN(C(=O)C(C)(C)C)[C@H](c3cccc(Oc4ccccc4)c3)C[C@@H]21
  -1.5, -4%, 0%, i, 8%, nt, nt, -0.3%, -14%
CC(=O)Oc1ccc(/C=C2/Oc3ccccc3C2=O)cc1
  -5.5, 8%, -22%, i, 20%, -4%, -5%, ?, -1%
COc1cccc(NC(=O)C2CCCN(c3ncnc4onc(-c5ccc(F)cc5)c34)C2)c1 (stereo not drawn)
  nt, -26%, -26%, i, 1%, -4%, 12%, 5.5%, nt
Cc1ccccc1OCC(O)CN1CCN(CC(O)COc2ccccc2C)CC1 (stereo not drawn)
  0.2, -29%, -42%, ?, -26%, -29%, -19%, 2.0%, 5%
CC(NC(=O)CCc1nnc(Cc2cccc(C(F)(F)F)c2)o1)C1CC1 (stereo not drawn)
  -0.9, 8%, -10%, i, 61%[activator], ?, 4%, 4.7%, 5%

3 entries from above, set out differently.
CN1OC[C@@H]2CN(C(=O)C(C)(C)C)[C@H](c3cccc(Oc4ccccc4)c3)C[C@@H]21
  IL-2 act: -1.5
  TGFb SMAD3 inh: -4%
  HepG2 viability: 0%
  S2 tox: i
  ATXN2 expr inh: 8%
  Nrf2 inh: nt
  A549 tox: nt
  Nrf2 ARE act: -0.3%
  EPAC2 agonist: -14%

CC(=O)Oc1ccc(/C=C2/Oc3ccccc3C2=O)cc1
  IL-2 act: -5.5
  TGFb SMAD3 inh: 8%
  HepG2 viability: -22%
  S2 tox: i
  ATXN2 expr inh: 20%
  Nrf2 inh: -4%
  A549 tox: -5%
  Nrf2 ARE act: ?
  EPAC2 agonist: -1%

COc1cccc(NC(=O)C2CCCN(c3ncnc4onc(-c5ccc(F)cc5)c34)C2)c1 (stereo not drawn)
  IL-2 act: nt
  TGFb SMAD3 inh: -26%
  HepG2 viability: -26%
  S2 tox: i
  ATXN2 expr inh: 1%
  Nrf2 inh: -4%
  A549 tox: 12%
  Nrf2 ARE act: 5.5%
  EPAC2 agonist: nt
